High-throughput results as filed in PubChem BioAssay.
EZH2 inh – inhibitors of human EZH2/PRC2 methyltransferase | Q15910 | PRC2 H3K27 methylation, DELFIA TRF, 1 h | inhibition, % at 12.5 µM | actives 0.35% (n = 57,000);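 active = mean inhibition of replicates at least 50% and every single replicate also reaching 50%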;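 also: dimethyl H3K27 on biotinylated H3 21-44 peptide detected by antibody; plate controls were median neutral control wells for no effect and median positive control wells for full effect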
IDH1 mut inh – IDH1 R132H (human) inhibition; O75874; IDH1 R132H reductase, diaphorase/resazurin fluorescence, 60 min; inhibition, % at 10 µM; actives 0.18% (n = 70,000); AID 624101; in the data active = inhibition above about 34%;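 also: 0% = DMSO and 100% = no enzyme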
Target sequence (O75874 whole entry R132H): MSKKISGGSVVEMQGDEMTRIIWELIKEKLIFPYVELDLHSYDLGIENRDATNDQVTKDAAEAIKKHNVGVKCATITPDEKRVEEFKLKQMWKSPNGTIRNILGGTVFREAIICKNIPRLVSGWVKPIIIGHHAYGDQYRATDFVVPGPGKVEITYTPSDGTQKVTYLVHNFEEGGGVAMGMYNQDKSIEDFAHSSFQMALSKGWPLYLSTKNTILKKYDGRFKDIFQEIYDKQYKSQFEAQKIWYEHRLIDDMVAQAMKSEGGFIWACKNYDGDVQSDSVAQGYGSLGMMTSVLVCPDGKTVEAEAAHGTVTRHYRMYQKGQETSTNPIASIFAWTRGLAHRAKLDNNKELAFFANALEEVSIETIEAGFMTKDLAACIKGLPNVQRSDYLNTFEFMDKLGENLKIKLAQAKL
An asterisk follows results filed as active; . = not tested or not shown.

SMILES | EZH2 inh | IDH1 mut inh
CCC(=O)N[C@H]1C=C[C@@H](CC(=O)NCc2ccc(OC)cc2)O[C@@H]1CO | 8 | -0.1
C[C@@H]1CCCCO[C@H](CN(C)S(C)(=O)=O)[C@@H](C)CN([C@@H](C)CO)C(=O)c2cc(NC(=O)c3ccncc3)ccc2O1 | . | 6.4
CCC(=O)N1CCN(c2ccc(Cl)cc2NC(=O)COc2ccc(C(C)(C)C)cc2)CC1 | 14 | 0.1
O=C(NCC[C@H]1CC[C@@H](NS(=O)(=O)c2ccc(F)cc2)[C@H](CO)O1)Nc1ccc(F)cc1 | -11 | 0.0
CC(C)NC(=O)N[C@@H]1CC[C@H](CCn2cc(-c3ccccc3)nn2)O[C@@H]1CO | 3 | 0.1
CO[C@@H]1CN(C)C(=O)c2cc(NC(=O)C3CCCC3)ccc2OC[C@@H](C)N(Cc2ccc(F)cc2)C[C@H]1C | -14 | .
C[C@@H]1CCCCO[C@H](CN(C)S(=O)(=O)c2ccccc2)[C@@H](C)CN([C@@H](C)CO)C(=O)c2cc(NC(=O)c3ccccc3)ccc2O1 | . | 1.4
CCC(=O)Nc1ccc2c(c1)OC[C@H](C)N(C(=O)CC)C[C@@H](C)[C@@H](OC)CN(C)C2=O | 9 | 0.3
COCC(=O)N(C)C[C@H]1Oc2cc(C#CCC3CCCC3)ccc2S(=O)(=O)N([C@H](C)CO)C[C@@H]1C | -5 | -0.3
COc1ccc(C#Cc2cnc3c(c2)C(=O)N([C@H](C)CO)C[C@H](C)[C@H](CN(C)Cc2ccncc2)O3)cc1OC | -7 | 2.2
C[C@@H]1CN([C@H](C)CO)S(=O)(=O)c2ccc(-c3ccc(C#N)cc3)cc2O[C@@H]1CN(C)C | -4 | 1.2
CCCN(C)C[C@@H]1Oc2cc(-c3ccccc3)ccc2S(=O)(=O)N([C@H](C)CO)C[C@@H]1C | . | -0.6
Cc1noc(C)c1NC(=O)N(C)C[C@@H]1Oc2ccc(NS(=O)(=O)c3cccs3)cc2C(=O)N([C@@H](C)CO)C[C@@H]1C | . | 3.1
O=C(Nc1cccc(Cl)c1)N[C@H]1CC[C@@H](CCn2cc(Cc3ccccc3)nn2)O[C@H]1CO | -2 | 0.0
O=C(CC1C(=O)NCCN1C(=O)Nc1ccccc1)Nc1cccc(Cl)c1 (stereo unspecified) | -10 | -0.2
CO[C@H]1CN(C)C(=O)c2ccc(NC(=O)C3CCOCC3)cc2OC[C@@H](C)NC[C@@H]1C | 9 | -0.4
COc1cc(C(=O)NC(C)C(=O)O)cc(OC)c1OC (stereo unspecified) | 3 | 1.4
C[C@@H]1CN([C@H](C)CO)C(=O)c2cc(NC(=O)c3ccccc3)ccc2O[C@@H](C)CCCCO[C@H]1CN(C)Cc1ccc(C(=O)O)cc1 | . | 0.8
C[C@@H]1CN([C@@H](C)CO)C(=O)c2cccc(NC(=O)Nc3ccc(F)cc3)c2O[C@@H]1CN(C)C | . | 1.0
C[C@@H]1CN([C@H](C)CO)C(=O)CCCn2nncc2CO[C@H]1CN(C)C(=O)Nc1ccccc1C(F)(F)F | . | 0.0
CN(C)CC(=O)Nc1ccc2c(c1)[C@H]1C[C@@H](CC(=O)NCc3ccc(Cl)cc3)O[C@@H](CO)[C@H]1O2 | -10 | 0.0
CCCN(C)C[C@H]1Oc2cc(C#CC3(O)CCCC3)ccc2S(=O)(=O)N([C@@H](C)CO)C[C@H]1C | -7 | -1.2
O=C(CC1(O)C(=O)N(Cc2ccc(Cl)cc2)c2ccc(Cl)cc21)c1ccccn1 (stereo unspecified) | -8 | 5.8
COc1ccc(CN(C)C[C@H]2OCCCC[C@H](C)Oc3ccc(NC(=O)c4ccncc4)cc3C(=O)N([C@H](C)CO)C[C@@H]2C)cc1 | . | 1.5
N#C[C@H]1[C@@H](c2ccc(C#CC3CCCC3)cc2)[C@@H](CO)N1S(=O)(=O)c1ccccc1 | . | -0.3

Quoted at random: 2 compounds from above, in no set order.
SMILES | EZH2 inh | IDH1 mut inh
COCC(=O)N(C)C[C@H]1Oc2cc(C#CCC3CCCC3)ccc2S(=O)(=O)N([C@H](C)CO)C[C@@H]1C | -5 | -0.3
C[C@@H]1CN([C@H](C)CO)C(=O)c2cc(NC(=O)c3ccccc3)ccc2O[C@@H](C)CCCCO[C@H]1CN(C)Cc1ccc(C(=O)O)cc1 | . | 0.8

Other results:
SMILES | EZH2 inh | IDH1 mut inh
C[C@H](CO)N1C[C@H](C)[C@@H](CN(C)CC2CC2)OCc2ccccc2-c2ccccc2C1=O | 4 | -2.2
C[C@H]1CCCCO[C@H](CN(C)S(=O)(=O)c2cccs2)[C@@H](C)CN([C@@H](C)CO)C(=O)c2cc(NC(=O)Cc3ccccc3)ccc2O1 | . | 0.9
C[C@@H]1CCCCO[C@@H](CN(C)C(=O)Nc2ccc(C(F)(F)F)cc2)[C@H](C)CN([C@@H](C)CO)C(=O)c2cc(NS(=O)(=O)c3ccc(Cl)cc3)ccc2O1 | . | -0.6
COc1cc([N+](=O)[O-])ccc1NC(=O)CN(C)S(=O)(=O)c1ccc(C)cc1 | 13 | 0.0
C[C@H]1CN([C@@H](C)CO)C(=O)Cc2cc(NS(=O)(=O)c3ccccc3)ccc2O[C@H]1CN(C)C(=O)Nc1ccccc1 | 11 | 0.0
Nc1ccc(S(=O)(=O)Nc2ccc(Cl)nn2)cc1 | . | -3.4
CC(C)(C)C(=O)CSc1ncnc2sc3c(c12)CCCC3 | 15 | 0.1
C[C@H]1CN([C@@H](C)CO)S(=O)(=O)c2ccc(C#CC3CC3)cc2O[C@@H]1CN(C)Cc1ccccc1F | 29 | -2.9
O=C(Cc1ccccc1)N[C@H]1CC[C@@H](CC(=O)N2CCCCC2)O[C@H]1CO | 6 | -0.1
CO[C@H]1CN(C)C(=O)c2cc(NC(=O)C3CCCC3)ccc2OC[C@@H](C)N(C(C)=O)C[C@H]1C | 9 | .
N#Cc1c(NC(=O)CSc2nc3c(c(C(F)(F)F)n2)CCCC3)sc2c1CCCC2 | 12 | -0.1
C[C@@H]1CN([C@H](C)CO)S(=O)(=O)c2ccc(-c3cccnc3)cc2O[C@H]1CN(C)C(=O)C1CCCCC1 | -9 | .
O=C(C[C@@H]1C[C@@H]2c3cc(NC(=O)Nc4ccc(C(F)(F)F)cc4)ccc3O[C@@H]2[C@@H](CO)O1)NCC1CC1 | -20 | -1.7
CCOC(=O)N(C)C[C@@H]1OCc2cnnn2CCCC(=O)N([C@@H](C)CO)C[C@@H]1C | . | 1.6
O=C(NCC[C@H]1CC[C@@H](NS(=O)(=O)c2cccc(F)c2)[C@H](CO)O1)Nc1cc(F)ccc1F | 33 | 0.5
Cc1ccc(S(=O)(=O)N(C)C[C@@H]2Oc3ccc(NC(=O)Nc4ccc(F)cc4)cc3CC(=O)N([C@@H](C)CO)C[C@@H]2C)cc1 | 1 | 0.1
C[C@H](CO)N1C[C@H](C)[C@H](CN(C)Cc2ccc3c(c2)OCO3)Oc2c(NC(=O)Nc3ccccc3)cccc2C1=O | . | 0.1
C[C@@H]1CN([C@H](C)CO)C(=O)Cc2cc(NC(=O)Nc3ccc(F)cc3)ccc2O[C@@H]1CN(C)C(=O)Nc1ccc2c(c1)OCO2 | . | 2.5
C[C@H](CO)N1C[C@H](C)[C@@H](CN(C)Cc2ccc(Cl)c(Cl)c2)Oc2c(NC(=O)Nc3ccc(C(F)(F)F)cc3)cccc2C1=O | . | 1.2
O=C(Nc1cccc(F)c1)N[C@H]1CC[C@H](CCNS(=O)(=O)c2cccc(Cl)c2)O[C@@H]1CO | -10 | -0.7
O=C(NCC[C@H]1CC[C@@H](NC(=O)c2cnccn2)[C@@H](CO)O1)c1ccc2c(c1)OCO2 | 5 | 0.5
C[C@H]1CCCCO[C@H](CN(C)C(=O)C2CCCCC2)[C@@H](C)CN([C@@H](C)CO)C(=O)c2cc(NC(=O)C3CCCCC3)ccc2O1 | . | 0.7
C[C@@H]1CN([C@H](C)CO)S(=O)(=O)c2ccc(-c3cccc(F)c3)cc2O[C@H]1CN(C)C | 0 | -0.5
C[C@H](CO)N1C[C@H](C)[C@H](CN(C)Cc2ccncc2)Oc2ccc(NC(=O)Cc3ccccc3)cc2C1=O | -21 | 2.2
O=C(N[C@@H]1CC[C@H](CCNS(=O)(=O)Cc2ccccc2)O[C@H]1CO)c1cnccn1 | -4 | 0.2
Continuation:
SMILES | EZH2 inh | IDH1 mut inh
C[C@@H]1CN([C@@H](C)CO)C(=O)c2cc(Br)cnc2O[C@H]1CN(C)C(=O)CN1CCOCC1 | -17 | .
C/C=C/c1cnc2c(c1)C(=O)N([C@@H](C)CO)C[C@H](C)[C@H](CN(C)Cc1ccccc1F)O2 | 17 | -0.1
C[C@@H]1CN([C@@H](C)CO)C(=O)c2cccc(NC(=O)C3CC3)c2O[C@H]1CN(C)CC1CC1 | 1 | 0.1
COc1ccc(S(=O)(=O)Nc2ccc3c(c2)C(=O)N([C@@H](C)CO)C[C@@H](C)[C@H](CN(C)S(=O)(=O)c2ccc(F)cc2)O3)cc1 | . | -1.5
C[C@H]1CN([C@@H](C)CO)C(=O)Cc2cc(NS(=O)(=O)c3ccc(F)cc3)ccc2O[C@H]1CN(C)C(=O)Nc1cccc2ccccc12 | . | -0.4
CO[C@@H]1CN(C)C(=O)c2cc(NC(C)=O)ccc2OC[C@@H](C)N(Cc2ccccc2F)C[C@@H]1C | -1 | -0.1
CO[C@H](CN(C)S(=O)(=O)c1cccc(Cl)c1)[C@@H](C)CN([C@H](C)CO)S(=O)(=O)c1cccc(Cl)c1 | 16 | -0.7
COc1ccc(S(=O)(=O)N(C)C[C@@H]2OCCCC[C@H](C)Oc3ccc(NC(=O)c4ccccc4)cc3C(=O)N([C@@H](C)CO)C[C@H]2C)cc1 | . | -2.5
CCCNC(=O)C[C@H]1C[C@@H]2c3cc(NS(C)(=O)=O)ccc3O[C@@H]2[C@@H](CO)O1 | -16 | 0.7
C[C@@H]1CN([C@@H](C)CO)C(=O)Cc2cc(NC(=O)Nc3ccccc3)ccc2O[C@@H]1CN(C)S(=O)(=O)c1ccc(Cl)cc1 | -7 | 0.3
C[C@@H]1CN([C@@H](C)CO)C(=O)CCCn2cc(nn2)CO[C@@H]1CN(C)C(=O)Nc1ccc(C(C)(C)C)cc1 | 6 | -0.6
C[C@H](CO)N1C[C@H](C)[C@H](CN(C)Cc2cncnc2)Oc2cc(Br)ccc2S1(=O)=O | 7 | 1.3
CO[C@@H]1CN(C)C(=O)c2ccc(NC(=O)C3CCCC3)cc2OC[C@@H](C)N(C(C)=O)C[C@H]1C | 0 | 0.3
C/C=C/c1cnc2c(c1)C(=O)N([C@H](C)CO)C[C@H](C)[C@H](CN(C)C(=O)NCCC)O2 | -3 | 0.2
O=C(Cc1ccccn1)N[C@@H]1CC[C@@H](CC(=O)N2CCCCC2)O[C@H]1CO | 12 | -0.3
O=C(C[C@H]1C[C@H]2c3cc(NC(=O)c4cccnc4)ccc3O[C@H]2[C@H](CO)O1)NCc1cccnc1 | -1 | -0.2
C[C@@H]1CN([C@H](C)CO)C(=O)c2cc(NC(=O)NC3CCCCC3)ccc2O[C@H]1CN(C)S(=O)(=O)c1ccc(F)cc1 | 3 | .
O=C(CCCN1C(=O)c2ccccc2C1=O)Nc1cc(Cl)cc(Cl)c1 | 8 | 0.2
O=C(C[C@@H]1C[C@H]2c3cc(NC(=O)CC4CC4)ccc3O[C@H]2[C@H](CO)O1)NCc1ccncc1 | -11 | 1.5
CO[C@@H]1CN(C)C(=O)c2cc(NC(=O)c3ccccc3)ccc2OC[C@@H](C)N(C(=O)C2CC2)C[C@@H]1C | -2 | 0.3
NC(CSC(c1ccccc1)(c1ccccc1)c1ccccc1)C(=O)O (stereo unspecified) | . | 0.3
C[C@@H]1CCCCO[C@H](CN(C)C(=O)CCC(F)(F)F)[C@H](C)CN([C@H](C)CO)C(=O)c2cc(NC(=O)CCC(F)(F)F)ccc2O1 | . | 1.0
C[C@@H]1CN([C@@H](C)CO)C(=O)Cc2cc(NC(=O)c3ccncc3)ccc2O[C@@H]1CN(C)C | 0 | .
C[C@H](CO)N1C[C@H](C)[C@H](CN(C)C(=O)Nc2ccc3c(c2)OCCO3)OCc2cn(nn2)CCCC1=O | 0 | 0.7
C[C@@H]1CCCCO[C@H](CN(C)S(=O)(=O)c2ccc(Cl)cc2)[C@H](C)CN([C@@H](C)CO)C(=O)c2cc(NC(=O)Nc3ccc(C(F)(F)F)cc3)ccc2O1 | . | 2.6
CO[C@@H]1CN(C)C(=O)c2cc(NC(=O)Cc3ccccc3)ccc2OC[C@H](C)N(CC2CC2)C[C@@H]1C | 2 | 0.0

A different layout for 5 compounds above:
Order of results – EZH2 inh, IDH1 mut inh
CO[C@H](CN(C)S(=O)(=O)c1cccc(Cl)c1)[C@@H](C)CN([C@H](C)CO)S(=O)(=O)c1cccc(Cl)c1
  16, -0.7
COc1ccc(S(=O)(=O)N(C)C[C@@H]2OCCCC[C@H](C)Oc3ccc(NC(=O)c4ccccc4)cc3C(=O)N([C@@H](C)CO)C[C@H]2C)cc1
  ., -2.5
CCCNC(=O)C[C@H]1C[C@@H]2c3cc(NS(C)(=O)=O)ccc3O[C@@H]2[C@@H](CO)O1
  -16, 0.7
C[C@@H]1CN([C@@H](C)CO)C(=O)Cc2cc(NC(=O)Nc3ccccc3)ccc2O[C@@H]1CN(C)S(=O)(=O)c1ccc(Cl)cc1
  -7, 0.3
C[C@@H]1CN([C@@H](C)CO)C(=O)CCCn2cc(nn2)CO[C@@H]1CN(C)C(=O)Nc1ccc(C(C)(C)C)cc1
  6, -0.6

Gathered by group, the entries above with an aryl thioether with sulfur outside any ring.
SMILES | EZH2 inh | IDH1 mut inh
CC(C)(C)C(=O)CSc1ncnc2sc3c(c12)CCCC3 | 15 | 0.1
N#Cc1c(NC(=O)CSc2nc3c(c(C(F)(F)F)n2)CCCC3)sc2c1CCCC2 | 12 | -0.1

A portion of the library, so the mix of outcomes need not match the whole.
